DT40 TDP1 no CPT: qHTS for Inhibitors of human tyrosyl-DNA phosphodiesterase 1 (TDP1): qHTS in cells in absence of CPT; Potency, µM (titrated, usually from 46.2 µM), inactives show at the highest dose activity change, negative = growth inhibition, most hits filed as inhibitors; AID 686978, 2013; DT40 Tdp1-/- hTDP1 cells, no CPT, ATP luminescence, 48 h; 15% of 420,000 active; also: nearly all actives have a fitted effect of over 55% in size
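Growth of hTDP1-complemented DT40 Tdp1-knockout cells is measured by ATP luminescence after at least 48 hr compound exposure at 37 °C, with DMSO substituting for the 20 nM CPT used in the parallel screen.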
TDP1 cell CPT: DT40-hTDP1 cell growth loss with CPT. 12% of 420,000 active. chicken DT40 Tdp1-/-;hTDP1 cells + 20 nM CPT, ATP luminescence, 48 h. AID 686979. Potency, µM (top dose mostly 46.2 µM), inactives show at the top dose activity change, negative = growth inhibition, actives largely listed as inhibitors; also: nearly all actives have a fitted effect of over 55% in size
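Cell growth measured by CellTiter-Glo luminescence after a minimum 48 h, 37 C compound exposure with 20 nM CPT in Tdp1-knockout DT40 cells stably expressing hTDP1, seeded 400/well; qHTS titration format.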
TDP1 block: blocks human tyrosyl-DNA phosphodiesterase 1; Q9NUW8; recombinant TDP1, AlphaScreen DNA substrate cleavage; Potency, µM (series often up to 130 µM), for inactives: top-dose activity change, negative = inhibition, actives largely listed as inhibitors; 0.28% of 350,000 active; AID 485290; also: nearly all actives have a fitted effect of over 40% in size
Target sequence (Q9NUW8 whole entry, looked up): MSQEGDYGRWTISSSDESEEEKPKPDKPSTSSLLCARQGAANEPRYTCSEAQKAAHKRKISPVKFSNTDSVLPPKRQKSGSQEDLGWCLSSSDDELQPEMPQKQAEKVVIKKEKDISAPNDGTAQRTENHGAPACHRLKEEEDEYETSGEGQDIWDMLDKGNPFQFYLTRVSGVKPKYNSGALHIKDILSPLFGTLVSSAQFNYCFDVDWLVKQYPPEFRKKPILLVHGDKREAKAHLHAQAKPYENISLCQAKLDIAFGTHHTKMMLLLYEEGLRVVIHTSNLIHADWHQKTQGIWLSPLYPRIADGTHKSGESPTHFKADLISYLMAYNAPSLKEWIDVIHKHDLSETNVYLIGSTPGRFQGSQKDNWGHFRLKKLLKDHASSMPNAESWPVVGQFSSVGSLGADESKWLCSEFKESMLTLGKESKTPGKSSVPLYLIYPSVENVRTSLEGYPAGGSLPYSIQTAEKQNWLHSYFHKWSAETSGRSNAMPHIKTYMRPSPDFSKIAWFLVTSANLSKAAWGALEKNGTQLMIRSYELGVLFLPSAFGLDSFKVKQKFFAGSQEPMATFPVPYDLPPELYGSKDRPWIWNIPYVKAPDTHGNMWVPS
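Here, a 5' biotin and 3' phosphotyrosine-FITC DNA oligonucleotide reports Tdp1 activity: intact substrate bridges AlphaScreen beads, while cleavage leaves a 3' phosphate and drops signal. All incubations at room temperature.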
Active calls of the source: *; ? = inconclusive; . = not tested or not shown; & = joins results of further samples; [ ] = another dose, or the depositor's remark. Calls follow the shape of the dose curve; as a rule, active = well fitted curve in the direction sought with a large enough effect; inconclusive = small, poorly fitted or top-dose-only effect, or another doubt; inactive = no such curve, though single readings can be large; an effect the other way counts as inactive or inconclusive. % is scaled to controls: 0 for no effect and ±100 for the full control effect; potency is read from the fitted curve at half-maximal effect.

Results follow in this order: DT40 TDP1 no CPT | TDP1 cell CPT | TDP1 block
Cc1ccccc1OCC(=O)N/N=C/c1ccc(N(C)C)cc1
  ? | -6% | 6%
COc1cc2c(cc1OC)C(C)N(C(=O)Nc1cc(C)cc(C)c1)CC2 (centres undefined)
  2.6µM* | 3.3µM* | .
COC(=O)c1cc(O)c(O)c(O)c1
  ? | ? | .
O=S(=O)(NC1CCc2ccccc21)c1ccccc1 (centres undefined)
  ? | -8% | .
CC1CCCC(NC(=O)Nc2cccs2)C1C (centres undefined)
  -9% | -14% | -7%
COc1cccc(C(C)NC(=S)NCc2ccc(F)cc2)c1 (centres undefined)
  ? | ? | -2%[56.1 µM]
Cc1nc2ccccn2c(=O)c1NC(=O)c1c(F)cccc1F
  -16% | -6% | 3%
N/C(Cn1cncn1)=N\NC(=O)C(=O)Nc1ccccc1
  -18% | -1% | -4%
COC(=O)c1cc(S(=O)(=O)N2CCCCCC2)c[nH]1
  -11% | 2% | .
CCOC(=O)C1(CCOC)CCN(Cc2nc(-c3cccs3)oc2C)CC1
  ? | ? | .
CCOc1ccc(C(=O)OC2CCN(C)CC2)cc1
  ? | -25% | -9%[56.1 µM]
CC12CCC(=O)N1C(C(=O)Nc1nc3c(F)cc(F)cc3s1)CS2 (centres undefined)
  -6% | -21% | 6%
COc1cc(CNCc2ccccn2)ccc1OCC(=O)NC(C)(C)C
  -1% | -23% | 8%
NC(=O)c1cccn1Cc1cccc(Cl)c1
  ? | 21µM* | 7%
Cc1ccc2nc(NC(=O)C(NS(=O)(=O)c3cccc4nsnc34)C(C)C)sc2c1 (centres undefined)
  ? | 29µM* | 9%
CC(=O)Nc1cccc(C(=O)N/N=C/c2ccc(F)cc2)c1
  -8% | -1% | 6%
C=CCn1c(SCC(N)=O)nc2scc(-c3ccc(C)o3)c2c1=O
  8% | -11% | 8%
O=C1[C@H]2[C@@H](c3ccc(C(F)(F)F)cc3)N[C@]3(CCCN(Cc4ccco4)C3=O)[C@H]2C(=O)N1Cc1ccccc1
  -4% | -3% | .
CCc1nc2ccc(C(=O)Nc3cc(-c4ccccc4)ccc3OC)cn2c1N(C)Cc1nccs1
  9.2µM* | 13µM* | .
Cc1ccc(C2=NS(=O)(=O)N(C)C(C(=O)NC(C)c3ccccc3)=C2)cc1 (centres undefined)
  5% | 5% | .
CCc1sc(C(=O)Nc2ccc(NC(C)=O)cc2)cc1C
  -19% | 0% | -4%
CCn1nc(C)c(CNC(=O)C2CCC(=O)N(Cc3ccc(Cl)cc3)C2)c1C (centres undefined)
  -4% | 8% | 1%
Cc1nc2ncnn2c(C)c1CCC(=O)NCc1ccco1
  -11% | -25% | 2%
Cc1ccnc(NC(=O)c2cc3c(=O)oc4ccc(C)cc4c3s2)c1
  ? | ? | 0%
CCn1c(CNc2ccc(Cl)cc2)nnc1SCC(=O)NCc1ccccc1
  -24% | -20% | -4%
CCc1ccc(C(=O)COc2ccc(NC(C)=O)cc2)cc1
  -4% | 5% | 1%
CC(=O)N1CC2(c3ccccc3)CN(C(C)=O)CC(c3ccccc3)(C1)C2=O
  -15% | 0% | 4%
CNc1ncnc2c1ncn2-c1ccccc1
  ? | ? | .
CN(C)c1ccc(CNC(=O)CN(C)S(=O)(=O)c2ccc3c(c2)c(=O)n(C)c(=O)n3C)cc1
  3%&-2% | 7%&6% | -1%&2%
O=C(COc1ccc(Cl)cc1)Nc1ccccc1C(=O)NCc1cccnc1
  23µM* | ? | 2%
Cn1c(SCC(=O)Nc2ccc3c(c2)OCCO3)nnc1-c1ccco1
  3% | 13% | 4%
Cc1ccc(Cl)cc1NC(=O)c1nnn(Cc2ccccc2)c1N
  ? | ? | 3%
COc1ccc(-c2noc3c2-c2nc(-c4ccccc4Cl)sc2CC3)cc1
  ? | ? | .
O=C1c2ccccc2NC(c2ccc(O)cc2)N1/N=C/c1ccc(O)cc1 (centres undefined)
  0% | -3% | 4%
COc1cccc2cc3c(=O)oc4ccccc4c3nc12
  -19% | -6% | 1%
OC(COc1ccc(CN2CCCCO2)cc1)CN1CCCCC1 (centres undefined)
  -2% | 0% | 7%
Cc1csc(NC(=O)CSc2nncs2)n1
  0% | -1% | 1%
N#CCCN(C(=O)COC(=O)CCc1nc2ccccc2c(=O)[nH]1)c1ccc(F)cc1
  ? | ? | 1%
O=C(Cn1cnc2ccccc21)N/N=C/c1cccs1
  -5% | 5% | 8%
N#Cc1ccccc1Cn1c(=O)n(Cc2ccc(C(=O)NC3CCN(Cc4ccccc4)CC3)cc2)c(=O)c2ccccc21
  7% | 2% | 5%
Cc1cccc(NS(=O)(=O)Cc2ccccc2)c1C
  -21% | 1% | .
CNc1nc(NCc2ccccc2)nc(N)c1[N+](=O)[O-]
  ? | -23% | 0%
Cc1cc(C)c(NC(=O)Nc2ccc3snnc3c2)c(C)c1
  18µM* | ? | 3%
O=C(Nc1ccc(Cl)c(Cl)c1)N1CCC(c2ccccc2)C1 (centres undefined)
  21µM* | ? | -2%
Cc1cccc(N(CC(=O)Nc2c(C)n(C)n(-c3ccccc3)c2=O)S(C)(=O)=O)c1
  -25% | -4% | -2%

Results in TDP1 cell CPT and DT40 TDP1 no CPT, for some of the entries so far:
SMILES	TDP1 cell CPT	DT40 TDP1 no CPT
COc1ccc(-c2noc3c2-c2nc(-c4ccccc4Cl)sc2CC3)cc1	?	?
O=C1c2ccccc2NC(c2ccc(O)cc2)N1/N=C/c1ccc(O)cc1 (centres undefined)	-3%	0%
COc1cccc2cc3c(=O)oc4ccccc4c3nc12	-6%	-19%
OC(COc1ccc(CN2CCCCO2)cc1)CN1CCCCC1 (centres undefined)	0%	-2%

New compounds follow.
Results follow in this order: DT40 TDP1 no CPT | TDP1 cell CPT | TDP1 block
CCN(CCO)c1nc(N2CCCCC2)c2cnn(C)c2n1
  ? | -23% | 2%
COC(=O)Cc1csc(NC(=O)CSc2nncn2C)n1
  3% | -12% | 2%
CC(C)(C)NC(=O)c1ccc(COc2ccc(Cl)cc2Cl)o1
  ? | 6% | .
COc1ccc(/C=C/C(=O)Nc2ccc(-n3nncc3-c3ccc(OC)c(OC)c3)cc2)cc1OC
  ? | ? | 2%
CCOc1c([N+](=O)[O-])cc2c(C)c(C(=O)N3CCN(C)CC3)oc2c1OCC
  16µM* | 17% | .
CN(CC(=O)O)S(=O)(=O)c1cc(Cl)ccc1Cl
  7% | 3% | -8%
O=C(NCCO)C(=O)NCC1OCCCN1S(=O)(=O)c1cccs1 (centres undefined)
  -23% | -3% | 0%
COc1ccc(N(C(=O)c2ccco2)C(C(=O)NC2CCCC2)c2ccccc2)cc1 (centres undefined)
  ? | ? | .
Cc1cc(NC(=O)CSc2nc3c(c(=O)n2Cc2ccccc2)SC(C)C3)no1 (centres undefined)
  ? | ? | .
CCc1ccc(NC(=O)N2CCN(c3ccccc3)CC2)cc1
  ? | ? | 5%
S=C(NCc1ccco1)Nc1cccc(Cl)c1
  ? | -12% | 12%
Cc1ccccc1NC(=O)N1CCCC(c2nc(-c3ccc(C(C)C)cc3)no2)C1 (centres undefined)
  35µM* | 16µM* | -12%
CCc1ccc(C2CC(c3ccc(C)cc3)Nc3nc(N)nn32)cc1 (centres undefined)
  ? | ? | 3%
CCCC(=O)N(c1ccc2oc(C)c(C(C)=O)c2c1)S(=O)(=O)c1ccc(C(=O)O)cc1
  ? | -12% | -6%
O=C1O[C@@H](c2ccccc2)C[C@@H](O)C(=O)CCCCc2ccccc21
  ? | ? | .
CS(=O)(=O)N1CCN(C(=O)Cc2ccc([N+](=O)[O-])cc2)CC1
  22% | -11% | 3%
COc1ccccc1-c1noc(-c2cccnc2)n1
  -23% | -3% | 6%
CC(=O)c1cccc(NC(=O)c2ccc(C)o2)c1
  ? | ? | 3%
CCOC(=O)C(=O)N/N=C/c1ccco1
  -5% | 11% | .
Cc1ccc(NC(=O)NNC(=O)C2CC(c3cccs3)=NO2)cc1 (centres undefined)
  16% | 0% | 3%
CCOC(=O)CC1C(C(=O)OCC)ON2OC(C(=O)OC)C(C(=O)OCC)C12 (centres undefined)
  4% | -1% | -2%
CCN(CCCNC(=O)CCn1c(=O)[nH]c2ccccc2c1=O)c1cccc(C)c1
  -19% | -28% | 6%
O=S(=O)(O)c1ccc(NN=Cc2ccccc2O)cc1
  -13% | -5% | .
CCOC(=O)c1c(C)oc2ccc(OC(=O)N3CCOCC3)cc12
  -26% | ? | 4%
C[C@@H]1NC(=O)[C@H](CCC(=O)O)NC(=O)c2cc([N+](=O)[O-])cc(F)c2NCCC[C@@H](C(N)=O)NC1=O
  10% | 3% | -3%
CN(C)c1ccc(-c2cc(-n3ccnc3)ncn2)cc1
  ? | -5% | ?
CC(=O)Oc1cc(OC(C)=O)c2c(=O)cc(-c3ccc(OC(C)=O)c(OC(C)=O)c3)oc2c1
  27µM* | ? | 13%
C=CCNC(=O)/C(C#N)=C/c1cc(Br)ccc1OC
  ? | ? | 3%
CCN1C(=O)[C@@H]2C(C(=O)c3cnccn3)=NN[C@@H]2C1=O
  -9% | -12% | 4%
CCOC(=O)c1c(C)n(OCc2ccccc2)c2ccc3c(no[n+]3[O-])c12
  ? | ? | 3%
Clc1ccccc1CNc1nc2ccccc2c2nc(-c3cccnc3)nn12
  -4% | -20% | 0%
Cc1ccccc1C(=O)NCC(=O)NNC(=O)c1cccc(Cl)c1
  ? | 5% | 0%
CCOc1ccccc1NC(=O)CN1C(=O)C(=O)N(Cc2ccco2)C1=O
  -14% | -2% | 3%
CCCN(CCC)CCCNC(=O)Cn1cnc2sc(C)c(S(=O)(=O)N3CCCCC3)c2c1=O
  -21%&-6% | 3%&-5% | 2%&3%
CSc1nc2sccc2c(=O)[nH]1
  14% | 18% | 8%
COc1ccc(CCNC(=O)CC2Nc3ccccc3NC2=O)cc1 (centres undefined)
  ? | ? | 4%
Cc1ccc(S(=O)(=O)NN2C(=O)c3ccccc3NC2c2ccco2)cc1 (centres undefined)
  -1% | -7% | 5%
O=c1c2ccccc2nnn1CSc1nc2cc(Cl)ccc2c(=O)n1Cc1ccco1
  -1% | -19% | .
O=C(NNc1ccc([N+](=O)[O-])cc1)c1ccccc1Cl
  -30% | -9% | 0%
COc1ccc(CNCc2cccc3ccccc23)cc1
  ? | ? | 0%
Cc1cc(C)c2nc(-c3ccccn3)cc(C(=O)NCCc3ccc(S(N)(=O)=O)cc3)c2c1
  -27% | 3% | -3%
CS(=O)(=O)N(CC(=O)NCCSc1ccccn1)c1cccc2ccccc12
  -13% | -7% | 5%
CC(O)(CS(=O)(=O)Cc1ccccc1)c1ccc(Cl)cc1 (centres undefined)
  -20% | -1% | .
Cn1c(=O)cc(SCC(=O)NCCN2CCN(c3ccccc3F)CC2)c2cc(Cl)ccc21
  ? | -22% | 2%
CCN(CC)c1ccc(NC(=O)C2CCN(S(=O)(=O)c3c(C)noc3/C=C/c3ccccc3F)CC2)c(C)c1
  16µM* | 21µM* | 7%
CC(C)NC(=O)C1(C)CCN1C(=O)c1ccccc1F (centres undefined)
  -3% | -14% | .
COc1ccccc1NC(=O)CSc1ccc2nnc(-c3ccc(C)cc3)n2n1
  ? | ? | .
O=C(NCc1ccccc1)c1cc(-c2cccc(O)c2)on1
  2% | 5% | .
Clc1cccc(NCc2nnc(SCc3ccc(Cl)cc3Cl)o2)c1
  ? | -27% | -7%
Cc1ccc(-c2cc(NC(=O)CCl)n(-c3ccccc3)n2)cc1
  7.3µM* | -90% | 3%
CCOC(=O)[C@H]1[C@H]2COc3ccc(Cl)cc3[C@H]2N2C(=O)CNC(=O)[C@@]12C
  3% | -12% | 2%
CCC1CN(CCNC(=O)c2cccc(C(=O)OC)c2)Cc2cc(OC)ccc2O1 (centres undefined)
  -26% | 4%[9.04 µM] | .
COc1ccc(Br)cc1CNc1ccc(N2CCOCC2)cc1
  ? | -7% | .
O=C(CCc1nnc2ccc(NCc3ccccc3)nn12)NC1CCCC1
  0% | -9% | 3%
COc1ccc(N(CC(=O)N2CCCCC2)S(=O)(=O)c2c(C)nn(C)c2C)cc1
  -4% | -26% | 2%
CCOC(=O)c1sc(N(Cc2ccccc2)C(=O)COC(=O)c2ccccc2O)nc1C
  ? | -28% | -1%

Among those listed so far, these have an NH in an aromatic ring:
Results follow in this order: DT40 TDP1 no CPT | TDP1 cell CPT | TDP1 block
COC(=O)c1cc(S(=O)(=O)N2CCCCCC2)c[nH]1
  -11% | 2% | .
N#CCCN(C(=O)COC(=O)CCc1nc2ccccc2c(=O)[nH]1)c1ccc(F)cc1
  ? | ? | 1%
CCN(CCCNC(=O)CCn1c(=O)[nH]c2ccccc2c1=O)c1cccc(C)c1
  -19% | -28% | 6%
CSc1nc2sccc2c(=O)[nH]1
  14% | 18% | 8%

High-throughput results from PubChem.
